# Screens: PubChem BioAssay, several laboratories
# HIV RNase H inh: inhibitors of HIV-1 reverse transcriptase RNase H; P04585; RT-RNase H RNA/DNA duplex cleavage, fluorescence; inhibition, % at 10 µM; actives 1.9% (n = 65,000); in the data active = inhibition above about 50%
# RmlCD inh mix: mixture blocks RmlC and RmlD coupled enzyme activity; RmlC/RmlD coupled enzyme inhibition, 384-well mixture HTS; inhibition, % at 5.5 µM; actives 0.39% (n = 110,000); AID 1532; in the data active = inhibition above about 30%, passing the limit was not always enough; also: strong numbers were not always called active
# * = called active by the depositor; / = not tested or not shown. An excerpt (hit frequency here may not be typical).
compound | HIV RNase H inh | RmlCD inh mix
CCOc1ccc(C(C)NC(=O)Nc2ccccc2C(=O)OC)cc1 (centres undefined) | / | 5
Nc1cc(=O)[nH]c(=O)n1Cc1ccccc1 | / | 11
CCN(Cc1cc2ccccc2[nH]c1=O)C(=O)C1CCCCC1 | -13 | 13
CCNS(=O)(=O)c1ccc(S(=O)(=O)N(Cc2ccccn2)C2CCCCC2)cc1 | -4 | 0
CCn1ncc(C2=NOC(C(=O)Nc3c(C)nn(Cc4ccc(F)cc4)c3C)C2)c1C (centres undefined) | -4 | -12
OCCNc1cc(-n2nc(-c3ccccc3)cc2-c2ccccc2)ncn1 | -12 | -12
COc1ccc(OC)c(Nc2cc(-c3ccccc3)nc(N)n2)c1 | -11 | 1
CN1C(=O)CC(P(=O)(c2ccccc2)c2ccccc2)N(C)C1=O (centres undefined) | -3 | -5
COC(=O)C1=C(N)Oc2cc(C)n(CCc3ccccc3)c(=O)c2C1c1cccnc1 (centres undefined) | -33 | -14
COc1ccnc(N=CNOCc2ccc(C)cc2)c1C#N | / | -11
CCCCN(C)Cc1c(O)ccc2c(-c3ccccc3)cc(=O)oc12 | -3 | -6
O=C(COC(=O)C1(c2ccccc2F)CCCC1)N1CCOCC1 | / | 15
CCOC(=O)c1sc(NC(=O)c2c(C)nn(Cc3ccccc3)c2C)cc1C | 6 | -9
O=c1[nH]c(=O)n(Cc2ccco2)c2c1C(C(F)(F)F)(C(F)(F)F)N=C(Cc1ccccc1)N2 | / | 9
COc1ccc(S(=O)(=O)Nc2cc(C)c(O)cc2C(C)C)cc1 | 55* | -42
COc1ccccc1-c1cc(C(=O)NC(C)c2ccccc2)no1 (centres undefined) | -11 | -4
O=S(=O)(c1ccc(Oc2ccccc2)cc1)N1CCOCC1 | -5 | 3
c1ccc(-c2nn3nnnc3c3ccccc23)cc1 | -49 | 0
N#Cc1ccc(-c2ccc(F)cc2)nc1Sc1ccccc1 | / | 3
Cc1nc2cc(NC(=O)N3CCC(c4ccccc4)C3)ccc2n1C (centres undefined) | -3 | 3
COc1ccc(CCC(=O)NCc2ccco2)cc1 | 13 | -9
Cc1nn(CCc2nn[nH]n2)c2nc(C(F)(F)F)cc(C(F)(F)F)c12 | -3 | 8
O=C(C1CCN(S(=O)(=O)c2cccc3nsnc23)CC1)N1CCc2ccccc21 | -15 | -10
O=S(=O)(C=C(c1ccccc1)c1ccccc1)c1ccccc1 | / | -14
CCOC(=O)C(C)Sc1cc(CS(=O)(=O)c2ccccc2)nc(-c2ccccc2)n1 (centres undefined) | / | -11
O=C(NCc1ccc2c(c1)OCO2)C12CC3CC(CC(C3)C1)C2 | / | -18
C=CCNC(=O)NC(=O)COC(=O)c1cccnc1SC | / | -1
Cc1c(C(=O)N2CCCC2)sc(NC(=O)c2ccco2)c1C#N | / | 6
Cc1cc(=O)oc(C)c1C(=O)NCC(C)C | -6 | -14
Cc1cc(Oc2ccccc2)nc(N2CCOCC2)n1 | / | 4

# Overlap with the part before: 2 compounds; new compounds follow.
compound | HIV RNase H inh | RmlCD inh mix
Cc1cc(=O)oc(C)c1C(=O)NCC(C)C | -6 | -14
Cc1cc(Oc2ccccc2)nc(N2CCOCC2)n1 | / | 4
CCN(CC)C(=O)Oc1ccc(Cl)c2ccccc12 | -32 | 6
O=C(O)c1ccc2cccc(Cl)c2c1O | 10 | 86
Cc1ccc(C)c(-c2csc(N)c2C(=O)OC(C)C)c1 | / | -14
CCCCCCCN1C/C=C\C(c2ccc(OC)cc2)N(Cc2ccc(F)cc2)C(=O)[C@H]1Cc1ccccc1 (some centres undefined) | / | 6
O=C(Nc1ccc(Br)cc1)c1cnccn1 | -9 | -11
COC(=O)C1(O)CC(CC(C)C)=NN1C(=O)c1ccccc1 (centres undefined) | / | 4
O=C(NCC1CCCO1)NC1(C(F)(F)F)Oc2ccccc2O1 (centres undefined) | -30 | -2
O=S(=O)(c1ccc(Br)cc1)c1nc(-c2ccccc2)oc1NCc1cccnc1 | / | 0
CCN1C(=O)N(C)[C@@H](c2ccccc2)C(C(C)=O)=C1C | / | 8
c1ccc(N=C(c2cccs2)N2CCOCC2)cc1 | / | -9
Cc1ccc(CNC(=O)CN2CCCC(C)C2)cc1 (centres undefined) | / | -12
O=C(c1ccc2nc(-c3ccco3)c(-c3ccco3)nc2c1)N1CCC2(CC1)OCCO2 | 75* | /
O=C(NCc1ccccc1)C1=C[C@@H](c2ccc3c(c2)OCO3)C[C@@H](OCCCCO)O1 | / | -5
O=C(Nc1ccccc1)c1[nH]ncc1[N+](=O)[O-] | / | 11
O=C(c1ncn[nH]1)N1CCN(c2nc(-c3ccccc3)cs2)CC1 | 2 | 2
Cn1c(=NC(=O)c2ccco2)sc2cccc(F)c21 | -27 | -12
Cc1ccc(C)n1Cc1ccc(C(=O)O)cc1 | 20 | -5
COc1ccc(-c2n[nH]c(=S)o2)c(OC)c1 | / | 0
Cc1cc(O)c(C(C[N+](=O)[O-])c2ccc(Cl)cc2)c(=O)o1 (centres undefined) | / | -10
CCOC(=O)c1cccc(NC(=O)COc2ccc([N+](=O)[O-])cc2)c1 | / | 7
CCCCn1c(SCC(=O)Nc2nnc(C(C)C)s2)nc2c1c(=O)n(C)c(=O)n2C | 7 | 6
Cn1c(=O)[nH]c(=O)c2c1nc(CN1CCN(c3ccc(F)cc3)CC1)n2CCN1CCOCC1 | -5 | /
O=C(O)C1=C[C@H](c2ccc(F)cc2)C[C@H](OCc2ccc(CO)cc2)O1 | / | 7
COc1ccc2c(=O)cc(-c3ccccc3)n(C)c2c1 | / | -1
Cc1cc(OC(=O)c2ccc(S(=O)(=O)N(C)C)cc2)cc(=O)o1 | 0 | -6
Cn1nnnc1SCC(=O)Nc1cc(C(C)(C)C)nn1-c1ccccc1 | -8 | -4
N#Cc1c(NC(=O)CSc2ncnc3c2cnn3-c2ccccc2Cl)sc2c1CCCC2 | 29 | 8
O=C(Nc1nc2ccc(Cl)cc2s1)C1CCCO1 (centres undefined) | / | -5
Cc1c(C#N)c2ccccc2n1CC(=O)N1CCCc2ccccc21 | / | 6
COc1ccc(/C=N/NC(=O)c2cccc([N+](=O)[O-])c2)cc1OS(=O)(=O)c1ccccc1 | / | 1

# Remaining list, next part
compound | HIV RNase H inh | RmlCD inh mix
O=C1c2ccccc2C(=O)N1CC1c2ccccc2CCN1C(=O)C1CCCCC1 (centres undefined) | / | 9
CCOc1ccccc1NC(=O)C(=O)/C=C(\O)c1cc(OC)ccc1OC | / | -8
Cc1ccccc1-n1c(SCC(=O)NCc2cccs2)nnc1-c1ccncc1 | -10 | /
COc1ccc(-c2nnc(SCC(=O)c3ccc4c(c3)OCCO4)o2)cc1 | / | -7
Cc1c(C(=O)N(C)C)sc(NC(=O)c2cc([N+](=O)[O-])cc([N+](=O)[O-])c2)c1C#N | / | 21
CC(=O)Nc1ccccc1-c1ccc(C)o1 | -1 | 8
OC(CNCc1ccc(F)cc1)(c1ccccc1)c1ccc(F)cc1 (centres undefined) | / | -10
COc1cc(CO)cc(Br)c1OCC(=O)O | -6 | -7
CCCc1nc2oc3c(NCc4ccccn4)ncnc3c2c2c1COC(C)(C)C2 | -18 | 20
N#C/C(=N\Nc1cccc(Cl)c1)C(=O)c1ccccc1 | / | -9
CC1(C)CN2C(c3ccc(Cl)cc3)N2C1 (centres undefined) | / | 11
COC(=O)C1=C(C)N(c2ccc(OC)c(OC)c2)C(=O)C1 | -6 | -6
CCc1sc2nc(SCC(=O)Nc3cc(C)on3)n(-c3cccc(OC)c3)c(=O)c2c1C | / | 7
O=C(CSc1nc2c(cnn2-c2ccc(F)cc2)c(=O)[nH]1)N1CCCc2ccccc21 | -35 | -10
CCOC(=O)CSc1nc2ccccc2c(=O)n1CCN1CCOCC1 | -4 | -81
O=C(O)CONC(=O)c1cc(OCC(F)(F)F)ccc1OCC(F)(F)F | / | -3
CCOC(=O)C1CCCN(c2c(NCCc3ccc(S(N)(=O)=O)cc3)c(=O)c2=O)C1 (centres undefined) | -1 | 6
Cc1cccc(-c2noc(Cc3ccc(Cl)cc3)n2)c1 | -40 | -1
CCN(CC)c1ccc(NC(=O)CSc2nc(C)cc(=O)[nH]2)cc1 | 2 | 3
CCOC(=O)c1c(NC(=O)CSc2nnc(CN3CCOCC3)n2C)sc2c1CCCC2 | -16 | -31
CSc1nc(NCc2ccco2)c2sc3nc(C(C)C)c4c(c3c2n1)CC(C)(C)OC4 | / | -1
CC(C)(CSc1nncn1/N=C/c1ccco1)NS(=O)(=O)c1ccc(Cl)cc1 | -3 | 4
CCOC(=O)N1CCN(CC(=O)Nc2cc(C)nn2-c2nc3ccccc3s2)CC1 | -14 | 3
C/C(Cl)=C/Cn1c(SCc2ccc(Cl)cc2)nc2c1c(=O)[nH]c(=O)n2C | 35 | 2
Nc1ccc2c(c1)C(=O)N(CCCCCC(=O)O)C2 | / | -7
CCn1c(C)nc2cc(C(=O)n3cc(C(=O)c4ccccc4O)cn3)ccc21 | / | -12
Cc1cc2oc(=O)cc(CN3CCN(S(=O)(=O)c4ccc5c(c4)OCCO5)CC3)c2cc1C | 23 | -24
Cc1cc(=O)oc2cc(NC(=O)CCCC(=O)O)ccc12 | -2 | /
CC(C)CCNC(=O)[C@H](CC(C)C)NC(=O)[C@H]1O[C@@H]1C(=O)O | -4 | -14
COc1cc2nc(CN3CC=C(c4ccccc4)CC3)[nH]c(=O)c2cc1OC | -22 | /

# (continued)
compound | HIV RNase H inh | RmlCD inh mix
C=CCn1c(SCC(=O)Nc2ccc(C(=O)OC(C)C)cc2)nnc1-c1cccs1 | -2 | 8
CCOC(=O)c1[nH]c2ccccc2c1NC(=O)c1nonc1C | -2 | 9
Cc1cc(NC(=O)c2ccc(N3C(=O)CCC3=O)cc2)no1 | / | 17
OCCN1CCN(CCSc2ccccc2)CC1 | -5 | 4
Cc1ccc(S(=O)(=O)NCCSc2nnnn2-c2ccc(C(N)=O)cc2)cc1 | -31 | 3
COc1ccc(CCNC(=S)Nc2ccccc2C)cc1 | / | -46
C=CCn1c(=O)/c(=C/c2ccc(F)cc2)s/c1=C(\C#N)c1nnc2n1CCCCC2 | -1 | -10
O=C(NC1CCCCC1)C1CCN(c2nnnn2-c2ccccc2)CC1 | -11 | -7
COC(=O)c1cn(NC(=O)c2ccncc2)c(=O)c2ccccc12 | -7 | -12
COc1ccc(N2CCN(Cc3nc(-c4ccc(Cl)cc4Cl)no3)CC2)cc1 | -2 | 6
CN(C)CCCN=Cc1c(O)n(CCc2ccccc2)c(=O)[nH]c1=O | / | 7
CCN(CCCNC(=O)CCn1c(=O)[nH]c2ccccc2c1=O)c1ccccc1 | -6 | -34
COc1cc(OC)c(C(=O)Nc2ccc(S(=O)(=O)Nc3ncccn3)cc2)cc1OC | -3 | -8
COCCn1nnnc1C(c1cccs1)N1CCN(c2nc3ccccc3s2)CC1 (centres undefined) | 0 | 3
O=C(c1ccccc1)N(c1ccccc1)C1C=CS(=O)(=O)C1 (centres undefined) | -8 | 12
COC(=O)c1ccccc1NC(=O)Nc1cc(C)cc(C)n1 | -2 | 3
CC(NC(=O)C1CCCN(S(=O)(=O)c2cnc[nH]2)C1)c1ccccc1 (centres undefined) | -3 | 9
C#CCn1c(=NC(=O)c2ccc(Cl)s2)sc2cccc(OC)c21 | / | -15
O=C(c1csc2c1CCCC2)N1CCN(c2ccccc2)CC1 | -24 | -2
Clc1cccc(Nc2c3c(nc4ncnn24)CCC3)c1 | 1 | -3
COc1cc(S(=O)(=O)N2CCCCC2)ccc1NC=O | -7 | /
CCOC(=O)c1ccc2c(c1)nc(SCC(=O)N1CCCCC1)n2CC | -13 | 6
Cc1cccc(OCC(O)CN2C(C)(C)CC(O)CC2(C)C)c1 (centres undefined) | -8 | -15
Cc1ccc(-c2noc(CCCN3C(=O)c4ccccc4C3=O)n2)cc1 | / | -7
COc1cc2occc2c2oc(=O)ccc12 | / | -90
CCN(CC)c1ccc(N2C(=O)/C(=C\c3cccs3)SC2=S)cc1 | / | -10
Cn1c(=O)cc(OCC(=O)Nc2ccccn2)c2ccccc21 | -10 | 130
CCn1c(NCc2cc(OC)ccc2OC)nc2ccccc21 | -17 | 12
COc1ccc(OC)c2sc(NC(=O)c3ccc(S(=O)(=O)N(C)C)cc3)nc12 | -6 | -18
COc1ccccc1-n1cnnc1SCC(=O)Nc1nc(C)c(Cl)cc1Cl | / | -9

# Ordered by count of non-hydrogen atoms (descending): 7 of the compounds above
compound | HIV RNase H inh | RmlCD inh mix
COc1cc(OC)c(C(=O)Nc2ccc(S(=O)(=O)Nc3ncccn3)cc2)cc1OC | -3 | -8
COc1ccc(OC)c2sc(NC(=O)c3ccc(S(=O)(=O)N(C)C)cc3)nc12 | -6 | -18
COc1ccccc1-n1cnnc1SCC(=O)Nc1nc(C)c(Cl)cc1Cl | / | -9
C#CCn1c(=NC(=O)c2ccc(Cl)s2)sc2cccc(OC)c21 | / | -15
COC(=O)c1ccccc1NC(=O)Nc1cc(C)cc(C)n1 | -2 | 3
Clc1cccc(Nc2c3c(nc4ncnn24)CCC3)c1 | 1 | -3
OCCN1CCN(CCSc2ccccc2)CC1 | -5 | 4

# Additional compounds follow:
compound | HIV RNase H inh | RmlCD inh mix
Cc1ccc(S(=O)(=O)Oc2ccc(C)cc2/C=N/N=C2\NC(=O)C(C)S2)cc1 (centres undefined) | / | 14
c1cnc2c(c1)ccc1cccnc12 | / | -21
CCC(C)NC(=O)CN(c1ccc2c(c1)OCO2)S(=O)(=O)c1c(C)n[nH]c1C (centres undefined) | -5 | 5
O=C(c1cc(-c2ccc(Cl)cc2)n(-c2ccc(Cl)cc2Cl)n1)N1CCOCC1 | / | 5
Cc1ccc(/C=N/NC(=S)NC2CCS(=O)(=O)C2)cc1 (centres undefined) | / | 15
CCSc1cc(C2C(C#N)=C(N)OC(C)=C2C(=O)OC)c(C)o1 (centres undefined) | -32 | 8
O=C(NC1CCN(Cc2ccccc2)CC1)C1CCCN(c2nnc(-n3cccc3)s2)C1 (centres undefined) | 1 | 27
